High-throughput results from PubChem BioAssay.
RORg inh: ROR gamma (mouse) transcription inhibition; P51450; Drosophila S2 Gal4-RORgamma UAS-luciferase reporter, 20 h; Potency, µM (highest dose often 53.6 µM), for the others: at the top dose activity change, negative = inhibition, actives largely listed as inhibitors; 5.4% of 310,000 active; AID 2551; note: potency is the fitted concentration of half-maximal effect; % is set by controls: 0 for no effect and ±100 for the full control effect; nearly all actives have a fitted effect of over 60% in size
Target sequence (P51450 whole entry, looked up, the tested form may be a part): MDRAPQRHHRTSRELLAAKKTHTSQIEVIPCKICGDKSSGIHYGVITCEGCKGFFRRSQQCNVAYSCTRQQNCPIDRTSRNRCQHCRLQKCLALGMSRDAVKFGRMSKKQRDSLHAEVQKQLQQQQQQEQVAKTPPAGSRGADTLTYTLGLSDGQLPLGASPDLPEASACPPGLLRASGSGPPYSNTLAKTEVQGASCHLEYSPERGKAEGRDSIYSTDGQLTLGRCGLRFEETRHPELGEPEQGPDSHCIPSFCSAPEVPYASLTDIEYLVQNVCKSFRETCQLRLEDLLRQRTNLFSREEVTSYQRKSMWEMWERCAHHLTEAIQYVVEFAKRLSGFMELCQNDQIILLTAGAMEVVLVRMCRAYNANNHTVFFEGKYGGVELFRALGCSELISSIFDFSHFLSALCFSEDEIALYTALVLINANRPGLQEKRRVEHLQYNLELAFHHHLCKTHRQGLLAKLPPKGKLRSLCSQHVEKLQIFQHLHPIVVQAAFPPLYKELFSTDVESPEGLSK
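Luminescence from a UAS-regulated Photinus luciferase reporter in stably transfected Drosophila Schneider cells is measured; decreased signal marks ROR gamma inhibition. Fusion expression is induced by 700 uM copper sulfate for 20 hr.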
ELG1 genotoxic: inducers of genotoxicity in HEK293T ELG1-luciferase cells. HEK293T ELG1-luciferase reporter, luminescence, 16 h. Potency, µM (titrated, usually from 46 µM), for inactives: at the highest dose activity change, positive = activation, actives largely listed as activators. 1.3% of 330,000 active. AID 504466; note: potency is the fitted concentration of half-maximal effect; % of control where 0% means no effect; nearly all actives have a fitted effect of over 60% in size
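Genotoxicity was scored as increased ELG1-luciferase reporter signal, measured by ONE-Glo luminescence (30 min, room temperature). Compound or vehicle exposure of the HEK293T reporter cells lasted 16 hr at 37°C.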
KCNH2 3.1 inh: inhibitors of human KCNH2 3.1 potassium channel isoform; U2OS KCNH2 3.1, thallium flux FluxOr; stronger effect = lower value; activity change, % (tested at about 1.8 µM); 0.95% of 340,000 active;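 active = maximum activity change below -70%; inconclusive = maximum activity change from -70% to -50%; inactive = maximum activity change above -50%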;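 note: thallium influx rate constant from kinetic fluorescence after stimulation buffer; % is set by controls: 0 for no effect and ±100 for the full control effect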
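Thallium flux via FluxOr fluorescence (Red40 quencher, 45 min loading) in U2OS cells virally expressing the KCNH2 3.1 isoform (1.77 x 10^8 /mL virus, overnight at 37 C). Rate constants from 2-min kinetic reads post-stimulation, normalised to positive and negative controls.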
Giardia kill: kills Giardia lamblia; Giardia lamblia trophozoite viability; AID 540267; 0.15% of 340,000 active; activity change, % at 7.66 µM, hits read low; in the data active = activity change below about -80%; inconclusive = between about -30% and that limit;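 note: parasites exposed to compound for two days anaerobically before the ATP read; % is set by controls: 0 for no effect and ±100 for the full control effect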
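Each well holds 100 Giardia trophozoites and compound. After two days (48 hrs) at 37 deg C in anaerobic conditions, ATP is quantified by luminescence.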
Gal4-VP16 FLuc: inhibits Gal4-VP16 luciferase reporter, ROR gamma counter-screen; Potency, µM (top dose mostly 53.6 µM), for inactives: at the top dose activity, negative = inhibition, usual class: inhibitors; Drosophila S2 Gal4-VP16 UAS-luciferase, luminescence, 20 h; 3.5% of 310,000 active; AID 2546;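 note: Gal4-VP16 expression switched on by copper sulfate through the metallothionein promoter; potency is the fitted concentration of half-maximal effect; % is set by controls: 0 for no effect and ±100 for the full control effect; nearly all actives have a fitted effect of over 50% in size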
FLuc counter: counter-screen for miR-21 project: firefly luciferase inhibitors or activators. P08659. purified FLuc, Km substrates, luminescence inhibition. Potency, µM (doses to about 57.5 µM), for inactives: at the top dose activity change, negative = inhibition, usual class: inhibitors. 6.9% of 360,000 active. AID 588342;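 note: potency is the fitted concentration of half-maximal effect; plate controls were vehicle for no effect and reference inhibitor for full effect; nearly all actives have a fitted effect of over 55% in size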
Target sequence (P08659 whole entry, looked up): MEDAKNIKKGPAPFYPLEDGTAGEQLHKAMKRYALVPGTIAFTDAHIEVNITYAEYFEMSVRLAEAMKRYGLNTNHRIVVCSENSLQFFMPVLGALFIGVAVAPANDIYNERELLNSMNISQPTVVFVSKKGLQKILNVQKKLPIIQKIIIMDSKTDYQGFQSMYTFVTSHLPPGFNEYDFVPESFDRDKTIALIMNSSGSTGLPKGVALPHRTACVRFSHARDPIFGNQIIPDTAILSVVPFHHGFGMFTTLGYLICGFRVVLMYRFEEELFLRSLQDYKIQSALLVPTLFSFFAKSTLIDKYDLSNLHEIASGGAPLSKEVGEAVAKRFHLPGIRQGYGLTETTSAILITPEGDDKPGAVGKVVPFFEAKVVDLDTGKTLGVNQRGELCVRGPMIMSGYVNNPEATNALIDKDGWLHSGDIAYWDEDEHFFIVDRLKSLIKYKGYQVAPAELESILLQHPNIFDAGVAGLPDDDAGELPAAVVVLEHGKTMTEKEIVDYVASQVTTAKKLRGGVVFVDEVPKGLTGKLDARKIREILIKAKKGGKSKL
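Purified P. pyralis luciferase (10nM final) with 10uM D-luciferin and 10uM ATP (Km levels) in 50mM Tris acetate pH 7.5, 10mM Mg acetate, 0.01% Tween-20, 0.05% BSA; qHTS 6-point titration, ~60 µM downward; luminescence read.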
Coupling enz: inhibits coupling enzyme system, counter-screen for aldolase hits; coupling enzyme system counterscreen, AmpLite Red fluorescence; 0.67% of 290,000 active; AID 2472; activity change, negative = inhibition, % at 58.2 µM, hits read low; in the data active = activity change below about -30%; note: % is set by controls: 0 for no effect and ±100 for the full control effect
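First, compound is pin-transferred into glyceraldehyde-3-phosphate coupling-enzyme reagent at 57.5 uM final and held 10 min at RT. Next, substrate, coupling system and AmpLite Red are added. After 20 min RT, fluorescence (525/598 nm) is read.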
uPA generation: inhibitors of cell surface uPA generation | cell surface uPA generation assay, qHTS | Potency, µM (doses to about 38.3 µM), for inactives: at the highest dose activity change, negative = inhibition, hits mostly inhibitors | 0.31% of 330,000 active; active = well fitted inhibition curve with a large enough effect; inconclusive = small, poorly fitted or top-dose-only effect; inactive = no such curve, though single readings can be large or run the other way; tested in mouse RAW 264.7 cells; note: potency is the fitted concentration of half-maximal effect; % is set by controls: 0 for no effect and ±100 for the full control effect; nearly all actives have a fitted effect of over 55% in size
Tb PFK block: inhibitors of T. brucei phosphofructokinase; O15648; T. brucei PFK, ADP-Glo luminescence; Potency, µM (top dose mostly 57.5 µM), inactives show top-dose activity, negative = inhibition, actives largely listed as inhibitors; 0.17% of 330,000 active; AID 485367;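 note: potency is the fitted concentration of half-maximal effect; 0% = uninhibited 1x PFK enzyme wells and -100% = no-enzyme wells; nearly all actives have a fitted effect of over 60% in size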
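Activity is normalized to no-enzyme wells (full inhibition) and 1.25 nM enzyme wells (no inhibition). Reaction: 0.5 mM F6P, 0.1 mM ATP, 45 min RT, ADP-Glo luminescence; concentration-response curves fitted and classed by quality.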
Rab9 prom act: activators of Rab9 promoter; Huh7 Rab9 promoter-luciferase reporter, luminescence, 24 h; Potency, µM (titrated, usually from 9.22 µM), inactives show at the highest dose activation, negative = inhibition, usual class: activators; 2.8% of 320,000 active; AID 485297; note: potency is the fitted concentration of half-maximal effect; % of control where 0% means no effect; nearly all actives have a fitted effect of over 60% in size
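Stable Rab9-luc Huh7, 1500 cells/well, 2 h settle; cmpd in DMSO, 24 h, 37 °C/5% CO2; luciferase reagent 10 min RT; luminescence.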
NPC1 prom act: activators of NPC1 promoter; AID 485313; 2.4% of 320,000 active; Huh7 NPC1 promoter luciferase reporter, 24 h; Potency, µM (series often up to 9.22 µM), for the others: at the highest dose activation, usual class: activators;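 note: potency is the fitted concentration of half-maximal effect; % of control where 0% means no effect; nearly all actives have a fitted effect of over 60% in size; reporter is driven by a mutant NPC1 promoter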
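Quantitative HTS used a cell-based reporter: Huh7 cells stably bearing the NPC1 promoter upstream of luciferase were treated with compounds for 24 h, and promoter activation was read as luminescence.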
* marks the source's active call; other numbers are inactive results; [ ] = another dose, or the depositor's remark. Unless noted, calls come from the whole dose curve; as a rule, active = well fitted curve in the direction sought with a large enough effect; inconclusive = small, poorly fitted or top-dose-only effect, or another doubt; inactive = no such curve, though single readings can be large; an effect the other way counts as inactive or inconclusive.

Screening O=C(N/N=C/c1c[nH]c2ccccc12)c1ccn(Cc2ccc(Cl)cc2Cl)n1 returned RORg inh 15%, ELG1 genotoxic -12%, KCNH2 3.1 inh 5, Giardia kill -10, Gal4-VP16 FLuc -10%, FLuc counter inconclusive, Coupling enz 1, uPA generation -13%, Tb PFK block -5%, Rab9 prom act -2% and NPC1 prom act -6%.
`OCCN(Cc1ccccc1)Cc1ccccc1O` gave RORg inh 12%, ELG1 genotoxic -1%, KCNH2 3.1 inh -1, Giardia kill 0, Gal4-VP16 FLuc 14%, FLuc counter 0%, Coupling enz -1, uPA generation 1%, Tb PFK block 1%, Rab9 prom act 7% and NPC1 prom act -3%.
For CC(C(=O)Nc1cccc([N+](=O)[O-])c1)N1C(=O)NC2(CCCC2)C1=O (stereo not given) the results were RORg inh -7%, ELG1 genotoxic 3%, KCNH2 3.1 inh 3, Giardia kill -11, Gal4-VP16 FLuc -26%, FLuc counter 1%, Coupling enz 4, uPA generation 1%, Tb PFK block -1%, Rab9 prom act 11% and NPC1 prom act -1%.
CCSC1=C(C#N)C(c2ccc(C)s2)CC(=O)N1 (stereo not given) was read as RORg inh 22%, ELG1 genotoxic 0%, KCNH2 3.1 inh -8, Giardia kill 0, Gal4-VP16 FLuc -1%, FLuc counter 27µM*, Coupling enz 4, uPA generation -3%, Tb PFK block -1%, Rab9 prom act 5% and NPC1 prom act 3%.
For Cc1ccc(C2=NN(C(=O)CCl)C(c3cccs3)C2)o1 (stereo not given) the results were RORg inh inconclusive, ELG1 genotoxic -14%, KCNH2 3.1 inh -5, Giardia kill -21, Gal4-VP16 FLuc inconclusive, FLuc counter -1%, Coupling enz -1, uPA generation -23%, Tb PFK block -4%, Rab9 prom act -34%[inhibitor] and NPC1 prom act -38%[inhibitor].
Screening Nc1nonc1-n1nnc(C(=O)N/N=C/c2cc(Br)cs2)c1-c1ccccc1 returned RORg inh 6.3µM*, ELG1 genotoxic -15%, KCNH2 3.1 inh -21, Giardia kill 11, Gal4-VP16 FLuc 5µM*, FLuc counter 2%, Coupling enz 3, uPA generation -19%, Tb PFK block 1%, Rab9 prom act 6% and NPC1 prom act 0%.
For CCCCCCCCCCCCS(=O)(=O)CCC(=O)O the results were RORg inh 0%, ELG1 genotoxic 0%, KCNH2 3.1 inh 5, Giardia kill -15, Gal4-VP16 FLuc -28%, FLuc counter -1%, Coupling enz 9, uPA generation -2%, Tb PFK block 2%, Rab9 prom act -1% and NPC1 prom act -2%.
`COc1ccc(C(O)Cn2cc([N+](=O)[O-])nc2C)cc1` (stereo not given) gave RORg inh 17%, ELG1 genotoxic -2%, KCNH2 3.1 inh -12, Giardia kill 10, Gal4-VP16 FLuc -9%, FLuc counter 0%, Coupling enz -1, uPA generation 1%, Tb PFK block -9%, Rab9 prom act -5% and NPC1 prom act 1%.
Screening CCN1CNC(=S)N(c2cccc(C)c2)C1 returned RORg inh inconclusive, ELG1 genotoxic 1%, KCNH2 3.1 inh 6, Giardia kill inconclusive, Gal4-VP16 FLuc 2%, FLuc counter 1%, Coupling enz 2, uPA generation 1%, Tb PFK block -9%, Rab9 prom act 0% and NPC1 prom act -1%.
`COC(=O)C1C(=O)C2=C(CC1C)NC(=O)CC2c1cccc(C)c1` (stereo not given) gave RORg inh -23%, ELG1 genotoxic 2%, KCNH2 3.1 inh -7, Giardia kill -23, Gal4-VP16 FLuc 1%, FLuc counter -1%, Coupling enz 3, uPA generation 5%, Tb PFK block -2%, Rab9 prom act 6% and NPC1 prom act 3%.
Screening CC(C)=CCC/C(C)=C/CNC(=O)C[C@H]1C[C@H](C(=O)N2CCOCC2)[C@@]2(CCC3CCCC3)c3[nH]c4cc(CCC(=O)N(C)C)ccc4c3CCN2C1=O returned ELG1 genotoxic -1%, KCNH2 3.1 inh -4, Giardia kill 1, uPA generation inconclusive and Tb PFK block 0%.
CCCS(=O)(=O)N1CCCC(C(=O)N2CCCCC2)C1 (stereo not given) was read as RORg inh 2%, ELG1 genotoxic -3%, KCNH2 3.1 inh -9, Giardia kill 0, Gal4-VP16 FLuc -3%, FLuc counter -2%, Coupling enz -1, uPA generation 3%, Tb PFK block 0%, Rab9 prom act -7% and NPC1 prom act 0%.
COCCNc1nc(-c2cc(-c3ccc(Cl)cc3)on2)cc(C(C)C)n1 was read as RORg inh -12%, ELG1 genotoxic 0%, KCNH2 3.1 inh 12, Giardia kill 3, Gal4-VP16 FLuc 3%, FLuc counter -8%, Coupling enz 5, uPA generation 8%, Tb PFK block 4%, Rab9 prom act -13% and NPC1 prom act -11%.
O/N=C/Cc1[nH]c2ccccc2c1-c1ccccc1 was read as RORg inh -29%, ELG1 genotoxic 0%, KCNH2 3.1 inh 2, Giardia kill 0, Gal4-VP16 FLuc 1%, FLuc counter -10%, Coupling enz 0, uPA generation 4%, Tb PFK block -5%, Rab9 prom act -3% and NPC1 prom act 13%.
`Cc1nnc2sc(-c3ccc(-c4ccc(Cl)c(C(F)(F)F)c4)o3)nn12` gave RORg inh 12%, ELG1 genotoxic -5%, KCNH2 3.1 inh 8, Giardia kill -21, Gal4-VP16 FLuc -1%, FLuc counter 2%, Coupling enz -2, uPA generation 1%, Tb PFK block -1%, Rab9 prom act -2% and NPC1 prom act -3%.

Looked up by structure from the entries so far, two records:
CCSC1=C(C#N)C(c2ccc(C)s2)CC(=O)N1 (stereo not given) was read as RORg inh 22%, ELG1 genotoxic 0%, KCNH2 3.1 inh -8, Giardia kill 0, Gal4-VP16 FLuc -1%, FLuc counter 27µM*, Coupling enz 4, uPA generation -3%, Tb PFK block -1%, Rab9 prom act 5% and NPC1 prom act 3%.
Screening O=C(N/N=C/c1c[nH]c2ccccc12)c1ccn(Cc2ccc(Cl)cc2Cl)n1 returned RORg inh 15%, ELG1 genotoxic -12%, KCNH2 3.1 inh 5, Giardia kill -10, Gal4-VP16 FLuc -10%, FLuc counter inconclusive, Coupling enz 1, uPA generation -13%, Tb PFK block -5%, Rab9 prom act -2% and NPC1 prom act -6%.

Later entries:
Screening CCc1ccc(S(=O)(=O)Nc2cccc(-c3ccc4nncn4n3)c2)s1 returned RORg inh 30%, ELG1 genotoxic 10%, KCNH2 3.1 inh 7, Giardia kill -25, Gal4-VP16 FLuc 0%, FLuc counter 1%, Coupling enz 0, uPA generation -13%, Tb PFK block -2%, Rab9 prom act -3% and NPC1 prom act -12%.
`c1ccc2nc3c(nc2c1)CCc1nonc1-3` gave RORg inh 1%[10 µM], ELG1 genotoxic -4%, KCNH2 3.1 inh -1, Giardia kill -12, Gal4-VP16 FLuc 3%, FLuc counter -2%, Coupling enz -1, Tb PFK block 2%, Rab9 prom act 4% and NPC1 prom act 0%.
`CCOc1c(Cl)cc(CNCC(C)C)cc1OC` gave RORg inh -21%, ELG1 genotoxic -8%, KCNH2 3.1 inh 4, Giardia kill -9, Gal4-VP16 FLuc -1%, FLuc counter 2%, Coupling enz 5, Tb PFK block -5%, Rab9 prom act 0% and NPC1 prom act -1%.
Screening C=C(C)C(=O)Nc1cccc(C2=NOC3(C2)C[C@@H](C(N)=O)N(C(=O)C2(C)CC2)C3)c1 (stereo not given in full) returned RORg inh 11%, ELG1 genotoxic 4%, KCNH2 3.1 inh 8, Giardia kill 20, Gal4-VP16 FLuc -11%, FLuc counter -1%, Coupling enz 2, uPA generation 5%, Tb PFK block 1.5µM*, Rab9 prom act -11% and NPC1 prom act -5%.
O=C1CCCN1S(=O)(=O)c1ccc(F)cc1 was read as ELG1 genotoxic 2%, KCNH2 3.1 inh 18, Giardia kill 19, FLuc counter 0%, Coupling enz -2, uPA generation 15%, Tb PFK block 1%, Rab9 prom act 1% and NPC1 prom act 1%.
Screening CSc1nsc(SCC(=O)Nc2ccccc2C(=O)O)n1 returned RORg inh 1%, ELG1 genotoxic 7%, KCNH2 3.1 inh -6, Giardia kill 17, Gal4-VP16 FLuc 22%, FLuc counter inconclusive, Coupling enz -16, uPA generation -1%, Tb PFK block 0%, Rab9 prom act 22% and NPC1 prom act 2%.
`COc1cc(S(=O)(=O)N(Cc2cccs2)CC2CCCO2)ccc1-n1cnnn1` (stereo not given) gave RORg inh -8%, ELG1 genotoxic 1%, KCNH2 3.1 inh 2, Giardia kill 7, Gal4-VP16 FLuc -6%, FLuc counter -2%, Coupling enz 1, uPA generation -11%, Tb PFK block -5%, Rab9 prom act 4% and NPC1 prom act 1%.
Cc1ccc(C)c(NC(=O)CCC(=O)NNC(=S)Nc2ccccc2)c1 was read as RORg inh -9%, ELG1 genotoxic -2%, KCNH2 3.1 inh 10, Giardia kill 8, Gal4-VP16 FLuc -3%, FLuc counter 3%, Coupling enz -1, uPA generation -1%, Tb PFK block -1%, Rab9 prom act -1% and NPC1 prom act -1%.
